High-throughput results: PubChem BioAssay, National Center for Advancing Translational Sciences (NCATS)
D3 antag = qHTS of D3 Dopamine Receptor Antagonist: qHTS | D(3) dopamine receptor (Homo sapiens), P35462 | D3R cells, DiscoveRx beta-arrestin luminescence, antagonist mode; active compounds read low | max response, negative = inhibition, % | actives 2.5% (n = 360,000); in the data active = max response below about -50%; inconclusive = no clear call, values can overlap the other calls; note: % is set by controls: 0 for no effect and ±100 for the full control effect; mostly tested at two doses, the higher about 12 µM
Target sequence (P35462 whole entry, looked up): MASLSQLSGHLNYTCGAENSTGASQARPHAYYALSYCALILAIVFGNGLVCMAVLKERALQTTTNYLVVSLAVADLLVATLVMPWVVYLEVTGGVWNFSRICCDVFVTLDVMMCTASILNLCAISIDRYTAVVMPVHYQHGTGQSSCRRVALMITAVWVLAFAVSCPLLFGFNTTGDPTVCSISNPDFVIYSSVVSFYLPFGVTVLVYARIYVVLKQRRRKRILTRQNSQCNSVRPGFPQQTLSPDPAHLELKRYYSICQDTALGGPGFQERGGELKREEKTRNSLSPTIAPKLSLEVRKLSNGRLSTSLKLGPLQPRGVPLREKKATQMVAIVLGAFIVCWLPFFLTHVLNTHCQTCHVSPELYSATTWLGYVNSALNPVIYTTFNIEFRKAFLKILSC
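Cells plated overnight at 1500 cells/well, then exposed to library compounds with dopamine controls for 90 minutes at 37 degrees C. DiscoveRx reagent added for 30–60 minutes at room temperature; luminescence read, quantitative HTS format.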
D3 ag = qHTS of D3 Dopamine Receptor Agonist: qHTS | D(3) dopamine receptor (Homo sapiens), P35462 | D3R DiscoveRx beta-arrestin cells, luminescence, 90 min | max activation, % | actives 0.58% (n = 410,000); in the data active = max activation above about 30%; note: 0% is about no effect; mostly tested at two doses, the higher about 12 µM
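Agonist-mode cell screen: cells plated at 1500/well and incubated overnight at 37 °C, then exposed to library compounds for 90 min at 37 °C. Detection reagent was added for 30–60 min at room temperature, and luminescence was read.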
SW480 rereplic = A quantitative high throughput screen for small molecules that induce DNA re-replication in SW480 colon adenocarcinoma cells. SW480 DNA re-replication, Hoechst DNA content imaging, 48 h. Potency, µM (titrated, usually from 46.1 µM), for the others: at the top dose re-replication activation, usual class: activators. actives 1.8% (n = 340,000); note: potency is the fitted concentration of half-maximal effect; % of control where 0% means no effect; nearly all actives have a fitted effect of over 55% in size
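Quantitative HTS format with DMSO vehicle controls; 48 hr drug incubation at 37 C, then 40 min Hoechst staining and scanning imager measurement at 405 nm excitation.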
KB-V1 MDR tox = qHTS assay for MDR1-selective chemotherapeutics: Primary screen using the drug-selected MDR subline cells KB-V1 | KB-V1 MDR cells viability, CellTiter-Glo, 72 h | Potency, µM (highest dose often 46.1 µM), for inactives: at the highest dose activity change, negative = cytotoxicity, usual class: cytotoxic | actives 3.4% (n = 400,000); note: potency is the fitted concentration of half-maximal effect; % is set by controls: 0 for no effect and ±100 for the full control effect; nearly all actives have a fitted effect of over 60% in size
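Potencies derive from concentration-effect curves fitted to normalized luminescence (CellTiter-Glo) of KB-V1 cells treated for 72 h at 37 degrees C in phenol-red-free DMEM containing 10% FBS.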
GLP1R ag = qHTS of GLP-1 Receptor Agonists. HEK293 GLP-1R CRE-luciferase, luminescence, 4-6 h; cells express a hypersensitive GLP-1R form. Potency, µM (series often up to 45.6 µM), for inactives: at the top dose activation, most hits filed as activators. actives 0.007% (n = 380,000); note: potency is the fitted concentration of half-maximal effect; % of control where 0% means no effect
Target sequence (P43220 whole entry, looked up): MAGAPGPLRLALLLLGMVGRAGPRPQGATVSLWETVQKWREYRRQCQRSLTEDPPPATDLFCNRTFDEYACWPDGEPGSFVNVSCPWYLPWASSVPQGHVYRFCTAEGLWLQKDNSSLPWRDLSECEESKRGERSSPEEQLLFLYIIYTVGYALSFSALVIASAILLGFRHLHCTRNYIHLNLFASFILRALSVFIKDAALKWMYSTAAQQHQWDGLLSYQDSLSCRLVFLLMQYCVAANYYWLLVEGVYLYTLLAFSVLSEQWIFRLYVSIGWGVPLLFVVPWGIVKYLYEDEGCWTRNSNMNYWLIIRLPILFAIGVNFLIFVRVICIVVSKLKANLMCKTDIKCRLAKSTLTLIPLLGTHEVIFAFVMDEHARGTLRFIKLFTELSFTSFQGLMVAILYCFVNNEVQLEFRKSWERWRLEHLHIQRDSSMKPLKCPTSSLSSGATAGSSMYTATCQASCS
HT1080 IDH1KD tx = qHTS for induction of synthetic lethality in tumor cells producing 2HG: qHTS for the HT-1080-IDH1KD cell line | Potency, µM (highest dose often 46.1 µM), for inactives: at the top dose activity, negative = toxicity, actives largely listed as cytotoxic | AID 686971, 2013 | actives 2% (n = 360,000) | HT-1080 IDH1 knockdown viability, ATP luminescence, 48 h;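 note: potency is the fitted concentration of half-maximal effect; 0% = DMSO wells and -100% = cell-free medium wells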
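IDH1KD HT-1080 cells, 750/well, RPMI + 5% FBS; compound pinned after 2 h settling; 48 h, 37 °C; CellTiter-Glo luminescence; % activity normalised to DMSO and no-cell wells; curves fitted, classed by r2 and efficacy.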
HT1080NT lethal = qHTS for induction of synthetic lethality in tumor cells producing 2HG: qHTS for the HT-1080-NT fibrosarcoma cell line; HT-1080-NT fibrosarcoma viability, CellTiter-Glo ATP luminescence, 48 h; Potency, µM (titrated, usually from 46.1 µM), without a hit: at the highest dose activity, negative = less viability, hits mostly cytotoxic; actives 1.6% (n = 360,000); AID 686970, 2013;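 note: NT is the 2HG producing partner of a matched IDH1 knockdown line; potency is the fitted concentration of half-maximal effect; 0% = DMSO-treated cells and -100% = media-only wells without cells; nearly all actives have a fitted effect of over 55% in size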
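Fibrosarcoma NT cells, 750 per well in 5% FBS RPMI, were exposed to compound for 48 hours. Viability: CellTiter-Glo luminescence.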
KB-3-1 cytotox = qHTS assay for MDR1-selective chemotherapeutics: Primary screen using the parental adenocarcinoma cell KB-3-1 | KB-3-1 viability, CellTiter-Glo ATP luminescence, 72 h | Potency, µM (titrated, usually from 46.1 µM), for inactives: at the top dose activity change, negative = cytotoxic, actives largely listed as cytotoxic | actives 1.4% (n = 400,000) | AID 1347075, 2019; note: potency is the fitted concentration of half-maximal effect; % is set by controls: 0 for no effect and ±100 for the full control effect; nearly all actives have a fitted effect of over 60% in size
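KB-3-1 parental drug-naive adenocarcinoma cells in DMEM/10% FBS, incubated 72 h at 37 C with pin-transferred compounds across a concentration series. Viability by CellTiter-Glo luminescence; concentration-response curves fitted after normalization.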
IL-1B inflam inh = qHTS for Inhibitors of Inflammasome Signaling: IL-1-beta AlphaLISA Primary Screen. THP-1 LPS/ATP IL-1B secretion, AlphaLISA, 16 h; active compounds read low. activity change, % at 57.5 µM. actives 4.7% (n = 360,000). AID 743279, 2014; in the data active = activity change below about -50%; inconclusive = mostly about -30% to -49%; note: % is set by controls: 0 for no effect and ±100 for the full control effect
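Secreted IL-1B measured by AlphaLISA bead assay after 16 h compound exposure of THP-1 cells; compounds (final up to 57.5 uM) added 1 h before LPS (250 ng/mL) and ATP (1.25 mM) stimulation; lower signal means less secretion.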
An asterisk follows results filed as active; & = joins results of further samples; [ ] = remark or other dose. Unless noted, calls come from the whole dose curve; as a rule, active = well fitted curve in the direction sought with a large enough effect; inconclusive = small, poorly fitted or top-dose-only effect, or another doubt; inactive = no such curve, though single readings can be large; an effect the other way counts as inactive or inconclusive.

CC12CCC(=O)N1C(C(=O)NCc1ccccc1F)CS2 (stereo not given) was read as D3 antag 5, D3 ag -1, SW480 rereplic -2%, KB-V1 MDR tox 12%, GLP1R ag 6%, HT1080 IDH1KD tx 18%, HT1080NT lethal 3%, KB-3-1 cytotox -6% and IL-1B inflam inh -13.
`Cc1noc(C)c1-c1ccc(C(=O)Nc2cccc(NS(C)(=O)=O)c2)c2occc12` gave D3 antag 8, D3 ag 1, KB-V1 MDR tox -17%, GLP1R ag 8%, HT1080 IDH1KD tx -12%, HT1080NT lethal -5%, KB-3-1 cytotox 0% and IL-1B inflam inh 5.
For Cn1c(N)c(C(=O)CSc2nc(C3CC3)n(-c3ccccc3)n2)c(=O)n(C)c1=O the results were D3 antag -23, D3 ag -3, SW480 rereplic -5%, KB-V1 MDR tox -16%, GLP1R ag -8%, HT1080 IDH1KD tx -3%, HT1080NT lethal -4%, KB-3-1 cytotox -2% and IL-1B inflam inh 17.
`CCCn1cc(CN2CCCC(C(=O)c3ccc4c(c3)OCO4)C2)c(C)n1` (stereo not given) gave D3 antag -53*, D3 ag -21, SW480 rereplic inconclusive, KB-V1 MDR tox -9%, GLP1R ag -4%, HT1080 IDH1KD tx 1%, HT1080NT lethal 3%, KB-3-1 cytotox 5% and IL-1B inflam inh 0.
Screening CC1CCN(CCCNC(=O)c2cn(C)c3ccc(S(=O)(=O)N4CCCC4)cc3c2=O)CC1 returned D3 antag 13, D3 ag -1, SW480 rereplic 0%, KB-V1 MDR tox -4%, GLP1R ag -3%, HT1080 IDH1KD tx 19%, HT1080NT lethal 5%, KB-3-1 cytotox -2% and IL-1B inflam inh -8.
Screening CCOC(=O)c1cnn2c1[nH]c(=O)c1ccccc12 returned D3 antag 2, D3 ag -2, SW480 rereplic 0%, KB-V1 MDR tox inconclusive, GLP1R ag 3%, HT1080 IDH1KD tx 11%, HT1080NT lethal 3%, KB-3-1 cytotox -4% and IL-1B inflam inh -5.
CCn1c(OC)nc2c1c(=O)n(C)c(=O)n2C was read as D3 antag -4, D3 ag 20, SW480 rereplic -3%, KB-V1 MDR tox -3%, GLP1R ag 4%, HT1080 IDH1KD tx 0%, HT1080NT lethal 2%, KB-3-1 cytotox 17% and IL-1B inflam inh 20.
Screening N#C/C(=C(/O)COC(=O)COc1cccc(Br)c1)c1nc2ccccc2[nH]1 returned D3 antag -1, D3 ag 3, SW480 rereplic -22%, KB-V1 MDR tox -7%, GLP1R ag 3%, HT1080 IDH1KD tx 4%, HT1080NT lethal 21%, KB-3-1 cytotox -10% and IL-1B inflam inh 131.
`CCOC(=O)CC(=O)CSc1nnc(Cn2c(=O)sc3ccccc32)n1C` gave D3 antag 21, D3 ag -3, SW480 rereplic -4%, KB-V1 MDR tox inconclusive, GLP1R ag -8%, HT1080 IDH1KD tx 0%, HT1080NT lethal 0%, KB-3-1 cytotox 13% and IL-1B inflam inh 14.
Screening COc1cc(/C=N/NC(=O)c2nnn(-c3nonc3N)c2-c2cccs2)ccc1O returned D3 antag 3, D3 ag 0, SW480 rereplic -5%, KB-V1 MDR tox 0%, GLP1R ag 4%, HT1080 IDH1KD tx 0%, HT1080NT lethal 2%, KB-3-1 cytotox 2% and IL-1B inflam inh -3.
Screening C=CCn1c(O)c(CN2CCCCC2)c(C)c(C#N)c1=O returned D3 antag 8, D3 ag 5, SW480 rereplic -7%, KB-V1 MDR tox 0%, GLP1R ag -3%, HT1080 IDH1KD tx 2%, HT1080NT lethal 3%, KB-3-1 cytotox 0% and IL-1B inflam inh 4.
`O=S1(=O)C[C@H](N2CCC[C@@H]2CO)[C@@H](COCc2ccccc2)N1` gave D3 antag 6, D3 ag 3, KB-V1 MDR tox 19%, GLP1R ag -6%, HT1080 IDH1KD tx 27%, HT1080NT lethal inconclusive, KB-3-1 cytotox 0% and IL-1B inflam inh 7.
`COCCn1nnnc1C(c1ccc(C)cc1)N1CCN(Cc2ccc3c(c2)OCO3)CC1` (stereo not given) gave D3 antag -10, D3 ag -8, SW480 rereplic -7%, KB-V1 MDR tox -5%, GLP1R ag 3%, HT1080 IDH1KD tx 10%, HT1080NT lethal 6%, KB-3-1 cytotox 0% and IL-1B inflam inh -14.
Screening O=C(COC(=O)C1CCN(c2ccc(C(F)(F)F)cn2)CC1)NC1CCCCC1 returned D3 antag 0, D3 ag -2, SW480 rereplic -113%[inhibitor], KB-V1 MDR tox inconclusive, GLP1R ag 1%, HT1080 IDH1KD tx 10%, HT1080NT lethal 11%, KB-3-1 cytotox 10% and IL-1B inflam inh 21.
Screening O=C(c1cccs1)N1CCOCC1 returned D3 antag 5, D3 ag 3, SW480 rereplic -6%, KB-V1 MDR tox 6%, GLP1R ag -2%, HT1080 IDH1KD tx 11%, HT1080NT lethal 13%, KB-3-1 cytotox 0% and IL-1B inflam inh 22.
CCc1nnc(NC(=O)CCC(=O)N2CCC(Cc3ccccc3)CC2)s1 was read as D3 antag 3, D3 ag -7, SW480 rereplic -15%, KB-V1 MDR tox inconclusive, GLP1R ag -4%, HT1080 IDH1KD tx -5%, HT1080NT lethal -1%, KB-3-1 cytotox inconclusive and IL-1B inflam inh 6.
For COc1ccc(C2C=C(c3ccc(Br)cc3)Nc3nc(N4C(=O)CCC4=O)nn32)cc1 (stereo not given) the results were D3 antag -5, D3 ag 0, SW480 rereplic -14%, KB-V1 MDR tox 1%, GLP1R ag -5%, HT1080 IDH1KD tx -12%, HT1080NT lethal -8%, KB-3-1 cytotox -9% and IL-1B inflam inh -6.
`O=C(NCc1cccc(Cl)c1)c1cnccn1` gave D3 antag inconclusive, D3 ag -12, SW480 rereplic -14%, KB-V1 MDR tox 0%, GLP1R ag -9%, HT1080 IDH1KD tx 3%, HT1080NT lethal 3%, KB-3-1 cytotox -3% and IL-1B inflam inh 4.
For C#CCOC(=O)CCCC(=O)NCCCCCCCC the results were D3 antag inconclusive, D3 ag 1, SW480 rereplic 2%, KB-V1 MDR tox -6%, GLP1R ag -2%, HT1080 IDH1KD tx -7%, HT1080NT lethal 0%, KB-3-1 cytotox 0% and IL-1B inflam inh 19.
For Cc1nc(N)[nH]c(=O)c1CCC(=O)OCC(C)C the results were D3 antag -4, D3 ag -2, SW480 rereplic -8%, KB-V1 MDR tox 5%, GLP1R ag 5%, HT1080 IDH1KD tx 5%, HT1080NT lethal 4%, KB-3-1 cytotox 21% and IL-1B inflam inh 14.
`CCOC(=O)C1=CCN(S(=O)(=O)c2ccccc2Br)C1c1cccc(Cl)c1` (stereo not given) gave D3 antag 2, D3 ag -9, KB-V1 MDR tox 0%, GLP1R ag 15%, HT1080 IDH1KD tx inconclusive, HT1080NT lethal inconclusive, KB-3-1 cytotox -2% and IL-1B inflam inh 2.
`COC(=O)Cn1c(=O)n(CCc2ccccc2)c(=O)c2c3c(sc21)CCCC3` gave D3 antag -25, D3 ag -22, SW480 rereplic -4%, KB-V1 MDR tox 21µM*, GLP1R ag 0%, HT1080 IDH1KD tx inconclusive, HT1080NT lethal -2%, KB-3-1 cytotox 0% and IL-1B inflam inh -5.
O=C(CCc1ccccc1)Nc1ccc2c(c1)C(=O)OC2 was read as D3 antag 15, D3 ag 8, SW480 rereplic -1%, KB-V1 MDR tox 14%, GLP1R ag 1%, HT1080 IDH1KD tx 1%, HT1080NT lethal 2%, KB-3-1 cytotox 15% and IL-1B inflam inh 6.
Screening Nc1ncn([C@H]2C[C@H](O)[C@@H](CO)O2)c(=O)n1 returned D3 antag 0, D3 ag 12&-12, SW480 rereplic 0.23µM*, KB-V1 MDR tox -14%, GLP1R ag -2%, HT1080 IDH1KD tx 5%, HT1080NT lethal 1%, KB-3-1 cytotox -3% and IL-1B inflam inh 4.
O=C(NNC(=O)c1sc2cccc(Cl)c2c1Cl)NC1CCCCC1 was read as D3 antag -74*, D3 ag -18, SW480 rereplic 8%, KB-V1 MDR tox -9%, GLP1R ag -2%, HT1080 IDH1KD tx 1%, HT1080NT lethal 3%, KB-3-1 cytotox 19% and IL-1B inflam inh -3.
O=C(CN1CCC(NC(=O)Nc2ccccc2-c2ccccc2)CC1)NCc1ccco1 was read as D3 antag 28, D3 ag -14, SW480 rereplic -4%, KB-V1 MDR tox inconclusive, GLP1R ag 1%, HT1080 IDH1KD tx 6%, HT1080NT lethal 0%, KB-3-1 cytotox 8% and IL-1B inflam inh -7.
For Cc1ccc(C)c(-c2ccc(=O)n(Cc3c(F)cccc3Cl)n2)c1 the results were D3 antag 1, D3 ag -6&4, SW480 rereplic 7%, KB-V1 MDR tox 4%, GLP1R ag 20%, HT1080 IDH1KD tx 0%, HT1080NT lethal 0%, KB-3-1 cytotox 1% and IL-1B inflam inh -2.
For COc1cc(N/C(N)=N/c2nc(C)cc(C)n2)cc(OC)c1 the results were D3 antag 2, D3 ag -1, SW480 rereplic inconclusive, KB-V1 MDR tox inconclusive, GLP1R ag 1%, HT1080 IDH1KD tx inconclusive, HT1080NT lethal inconclusive, KB-3-1 cytotox inconclusive and IL-1B inflam inh 0.
